15-hLO-2 inh = 15-hLO-2 (ALOX15B) enzyme inhibition | O15296 | purified 15hLO-2, xylenol orange hydroperoxide absorbance | Potency, µM (highest dose often 57.1 µM), inactives show at the highest dose activity change, negative = inhibition, hits mostly inhibitors | 110,000 compounds, 0.56% hits; note: potency is the fitted concentration of half-maximal effect; nearly all actives have a fitted effect of over 60% in size; many of its hits are not listed in these tables
Target sequence (O15296 whole entry, looked up): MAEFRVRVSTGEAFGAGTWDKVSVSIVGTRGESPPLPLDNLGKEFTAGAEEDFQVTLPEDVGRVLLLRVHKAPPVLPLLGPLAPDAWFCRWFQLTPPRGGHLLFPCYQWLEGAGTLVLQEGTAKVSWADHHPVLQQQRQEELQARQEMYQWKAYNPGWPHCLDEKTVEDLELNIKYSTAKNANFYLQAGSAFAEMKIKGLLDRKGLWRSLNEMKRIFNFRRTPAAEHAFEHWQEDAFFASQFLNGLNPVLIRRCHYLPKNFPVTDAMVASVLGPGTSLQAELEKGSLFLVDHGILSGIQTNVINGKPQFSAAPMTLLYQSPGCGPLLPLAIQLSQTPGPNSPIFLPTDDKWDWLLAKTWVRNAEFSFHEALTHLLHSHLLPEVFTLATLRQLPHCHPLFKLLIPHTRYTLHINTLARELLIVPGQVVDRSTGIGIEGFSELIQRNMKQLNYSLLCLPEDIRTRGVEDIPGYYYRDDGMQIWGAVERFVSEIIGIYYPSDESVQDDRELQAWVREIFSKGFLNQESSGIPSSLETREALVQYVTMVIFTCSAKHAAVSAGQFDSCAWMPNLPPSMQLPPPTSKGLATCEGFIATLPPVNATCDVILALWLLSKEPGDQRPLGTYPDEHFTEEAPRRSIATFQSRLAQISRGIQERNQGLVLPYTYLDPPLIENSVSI
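Screening format was qHTS against 50 nM purified 15hLO-2 in Hepes pH 7.5 with detergent. Activity follows hydroperoxide formation from 45 uM arachidonic acid, measured as 573:405 nm absorbance ratio of the ferric-xylenol orange complex.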
PNC inhibitor = inhibitors of perinucleolar compartment assembly; PC3M PTB-GFP, PNC prevalence imaging, 16 h; stronger effect = lower value; activity change (PNC), negative = inhibition, % at 10 µM; 140,000 compounds, 3.1% hits;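 active = readout at or below -70, meaning at least 70% loss of cells showing the perinucleolar compartment, a nuclear body marking cancer cells; inconclusive = readout between -30 and a set limit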;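 note: plate controls were DMSO wells for no effect and camptothecin positive control wells for full effect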
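PC3M cells stably expressing PTB-GFP, 750–1000 cells/well, treated 16 h at 37 °C with compound (23 nl of library stock), in duplicate. After paraformaldehyde fixation and Hoechst stain, imaged at 20x; PNC prevalence scored by image analysis.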
IMPase cell inh = cell-permeable inhibitors of inositol monophosphatase (IMPase); inhibition (IP1 accumulation), % at 46.1 µM; P97697; 120,000 tested, under 10 active; CHO-M1 cells, IP1 accumulation, HTRF TR-FRET ratio; active = well fitted curve in the direction sought with a large enough effect in the signal ratio, not every such curve was filed as active; inconclusive = small, poorly fitted or top-dose-only effect, or a change in a side signal; inactive = no such curve, though single readings can be large or run the other way; the % refers to the signal ratio;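 note: cells stimulated with carbachol in lithium chloride buffer; plate controls were DMSO basal wells for no effect and reference inhibitor wells for full effect; higher means more IMPase inhibition seen as more IP1 and lower FRET ratio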
Target sequence (P97697 whole entry, looked up): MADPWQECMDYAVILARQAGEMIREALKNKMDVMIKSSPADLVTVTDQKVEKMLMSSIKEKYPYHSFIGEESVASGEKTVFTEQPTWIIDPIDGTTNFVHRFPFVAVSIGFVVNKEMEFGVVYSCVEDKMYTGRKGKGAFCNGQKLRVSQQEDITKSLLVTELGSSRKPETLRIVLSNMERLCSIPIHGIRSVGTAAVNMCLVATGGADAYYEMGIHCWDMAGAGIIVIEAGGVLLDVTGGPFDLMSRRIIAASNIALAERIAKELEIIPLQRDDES
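Elevated IP1 in lysates lowers TR-FRET signal (665/620 ratio and 620 channel reported). Cells were CHO-M1, given carbachol (50 uM as added) plus 50mM LiCl, pH 7.4, 30 min, 37C; compounds titrated up to 46 uM; AC50 by Hill equation.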
12-hLO inh = blocks human 12-lipoxygenase activity; P18054; purified 12-hLO, xylenol orange hydroperoxide absorbance; Potency, µM (top dose mostly 57.1 µM), for inactives: top-dose activity change, negative = inhibition, actives largely listed as inhibitors; 150,000 compounds, 0.12% hits; AID 1452; note: potency is the fitted concentration of half-maximal effect; nearly all actives have a fitted effect of over 55% in size; many of its hits are not listed in these tables
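Lipoxygenase turnover measured by absorbance at 573 and 405 nm after Fe-XO development. Human 12hLO 150 nM, arachidonate 40 uM, pH 7.0 Hepes buffer with detergent; 15 min compound preincubation, 30 min reaction.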
Numbers without * were called inactive; ? = inconclusive; . = not tested or not shown; [ ] = dose if it differs, or a comment. Unless noted, calls come from the whole dose curve; as a rule, active = well fitted curve in the direction sought with a large enough effect; inconclusive = small, poorly fitted or top-dose-only effect, or another doubt; inactive = no such curve, though single readings can be large; an effect the other way counts as inactive or inconclusive. Unless noted, % is set by controls: 0 for no effect and ±100 for the full control effect.

SMILES	15-hLO-2 inh	PNC inhibitor	IMPase cell inh	12-hLO inh
CCCc1ncc(C[n+]2ccccc2C)c(N)n1	15%	.	4[20.6 µM]	-4%
Cc1nc2ccc(S(=O)(=O)NCC(=O)N3CCCCC3)cc2s1	-4%[2.29 µM]	?	1	4%
CCc1c(C)nc(N)n2c(SCC(=O)N3CCN(c4ccccc4F)CC3)nnc12	-1%	?	2	-5%
O=C(Nc1cccc(Cl)c1)Nc1cc(S(=O)(=O)N2CCCCC2)ccc1Cl	.	-16	-1	-6%
Fc1cccc(NC(=S)NCCc2ccccc2)c1	.	46	.	-21%
CC#CCN(CC#CC)S(=O)(=O)c1ccc(-n2cnnn2)c(OC)c1	-3%	5	19	-3%
CCCCCCC1C(C#N)=C(N)OC2=C1C(=O)CCC2 (stereo unspecified)	-5%	19	7	-10%
COc1ccc(OC2C(=O)N(c3cc(C)ccc3C)C2c2ccc(OC)c(OC)c2)cc1 (stereo unspecified)	.	-27	-2	2%
COc1cc(NC(=O)COC(=O)/C=C/c2ccccc2Cl)cc(OC)c1	.	?	.	-1%
CCN(CC(=O)Nc1ccc2c(c1)OCCO2)Cc1cc(=O)oc2cc(C)c(C)cc12	-10%	32	11	-4%
Cc1ccc2cccc(S(=O)(=O)n3nc(C)cc3C)c2n1	-10%	?	1	-6%
NCCCC[C@@H]1NC(=O)[C@H](CCC(=O)O)NC(=O)c2cc([N+](=O)[O-])cc(I)c2NCC[C@@H](C(N)=O)NC1=O	.	26	.	-9%
COC(=O)c1c(C)nc2c(c(SC)nn2-c2ccccc2)c1N	21%	11	17	11%
COc1ccc(C(NC(=O)c2c(F)c(F)c(F)c(F)c2F)c2ccccc2)cc1 (stereo unspecified)	.	59	?	-7%
O=C(NCc1cccnc1)c1ccc(CN2CCc3ccccc3C2)cc1	.	259	?	-1%
O=C(Nc1ccc(F)cc1F)c1ccc(COc2c(F)c(F)cc(F)c2F)o1	-5%	?	0	-19%
COc1ccc(C(=O)Nc2ccc(S(=O)(=O)N3CCCCC3C)cc2)c(OC)c1OC (stereo unspecified)	8%	?	0	-6%
COc1ccc(N=Nc2nc(-c3ccccc3)c(-c3ccccc3)[nH]2)cc1	.	?	.	-10%
COc1cccc(NC(=O)CSc2nccn2-c2cccc(OC)c2)c1	-10%	12	?	0%
CCOC(=O)c1[nH]c2ccc(OC)cc2c1NC(=O)CCN1CCC(C)CC1	9%	?	6	-4%
CC12CCCCN1CCCc1c2[nH]c2ccccc12 (stereo unspecified)	-4%	?	8	-3%
CC12CCC(C(=O)O)(c3nc(C#N)c(C#N)nc31)C2(C)C (stereo unspecified)	-4%	-17	3	-8%
COc1cccc(C(=O)Oc2cc(C)[nH]c(=O)c2[N+](=O)[O-])c1OC	.	55	.	1%
Cc1nn2cc(-c3ccccc3)nc2s1	2%	20	-1	-8%
O=C(Cn1ccc2ccccc2c1=O)N1CCN(Cc2ccc3c(c2)OCO3)CC1	2%	34	-3	-8%
Cc1ccc2c(CC(=O)Nc3nc(C)cs3)coc2c1	12%	-19	-9	-19%
FC(F)(F)c1cccc(N2CCN(C(=S)NC3CCCC3)CC2)c1	0%[11.4 µM]	?	6[1.84 µM]	-25%
O=C(NCc1ccco1)/C(=C/c1cccnc1)NC(=O)c1cccc(Br)c1	-9%	-16	-1	-7%
CN(C)c1ccc(/C=[N+](\[O-])C(C)(C)/C=N/O)cc1	-1%	12	5	-3%
CN(Cc1nc(-c2cccnc2)no1)S(=O)(=O)c1ccccc1	5%[2.29 µM]	?	-4	3%

For convenience, part of the list above.
SMILES	15-hLO-2 inh	PNC inhibitor	IMPase cell inh	12-hLO inh
COc1cccc(NC(=O)CSc2nccn2-c2cccc(OC)c2)c1	-10%	12	?	0%
CCOC(=O)c1[nH]c2ccc(OC)cc2c1NC(=O)CCN1CCC(C)CC1	9%	?	6	-4%
CC12CCCCN1CCCc1c2[nH]c2ccccc12 (stereo unspecified)	-4%	?	8	-3%
CC12CCC(C(=O)O)(c3nc(C#N)c(C#N)nc31)C2(C)C (stereo unspecified)	-4%	-17	3	-8%
COc1cccc(C(=O)Oc2cc(C)[nH]c(=O)c2[N+](=O)[O-])c1OC	.	55	.	1%
Cc1nn2cc(-c3ccccc3)nc2s1	2%	20	-1	-8%
O=C(Cn1ccc2ccccc2c1=O)N1CCN(Cc2ccc3c(c2)OCO3)CC1	2%	34	-3	-8%

Continuation.
SMILES	15-hLO-2 inh	PNC inhibitor	IMPase cell inh	12-hLO inh
CC(C)C(=O)N1CCN(c2ccc(NC(=O)c3ccc4c(c3)OCCO4)cc2Cl)CC1	-1%	-20	17	-3%
C=C1C(=O)OC2C[C@@]3(C)CCCC(=C)[C@@H]3CC12 (stereo partly specified)	-2%	.	0	1%
Cc1nnc(SCCC#N)n(CCC#N)c1=O	1%	-18	19	0%
CC(=O)N1CCc2ccc(S(=O)(=O)N3CC(C)OC(C)C3)cc21 (stereo unspecified)	.	7	.	1%
CCOc1ccc2oc(-c3ccccc3)c(C(=O)N3CCN(CCO)CC3)c2c1	6%	30	-7	-4%
CCOC(=O)C1=C(C)NC2=C(C(=O)CCC2)C1c1cn(Cc2ccc(Cl)cc2Cl)nc1-c1ccccc1 (stereo unspecified)	-11%	-21	-2	?
CO/N=C(\CS(=O)(=O)Cc1ccc(OC)cc1)c1ccc(Cl)cc1	-6%	-15	10	-11%
Cc1ccccc1C(=O)N1CCN(c2ccc(NC(=O)CSc3ccc(Cl)cc3)cc2)CC1	-14%	76	5	2%
O=C1[C@H]2CCC=C[C@H]2[C@H](c2cccc(Br)c2)N1Cc1ccccc1	-2%[0.0915 µM]	.	.	-5%[0.00818 µM]
COc1ccc(-n2nc3c(c2NC(=O)C2CC2)CS(=O)C3)cc1 (stereo unspecified)	1%	-1	-14	0%
O=C(N/C(=C/c1ccco1)C(=O)N1CCCCC1)c1cccs1	7%[11.4 µM]	13	5[1.84 µM]	-3%
O=C(Nc1ccccc1)N1CCCC2(CCN(C(=O)c3ccco3)CC2)C1	3%	.	.	1%
CC(C)NC(=O)Cn1c(=O)c2c(ncn2Cc2ccccc2)n(Cc2ccccc2)c1=O	-7%	?	1	5%
COCCCNC(=O)c1cccs1	-3%	11	1	-4%
Cc1ccc(Cn2c(=O)c3c(nc4n3CCCN4Cc3ccccc3)n(C)c2=O)cc1	-6%	47	6	-8%
CC(C)c1ccccc1NC(=O)c1ccccc1NC(=O)C1CCCCC1	.	?	.	3%
CCOC(=O)c1c(NCC(C)C)c2ccccc2[nH]c1=O	-2%	?	0	2%
O=C(NCc1cccnc1)c1ccc(=O)oc1	5%	8	1	-3%
O=C1NC(=O)C(c2cn(-c3ccccc3)nc2-c2ccc(F)cc2)N1 (stereo unspecified)	1%	-15	-6	-1%
CCCc1nc(SCC(=O)c2ccccc2)c2c(=O)n(C)c(=O)n(C)c2n1	-10%	?	3	0%
CC(C)(NO)/C(=N\O)c1ccccc1	-29%	6	4	-2%
Cc1ccc(S(=O)(=O)N/N=C/C(C)(C)CO)cc1	3%	?	-3	2%
CCCS(=O)(=O)NCc1ccc2c(c1)cc(C)n2C	.	-2	1	-1%
O=C(NCCc1cn2ccsc2n1)c1cccs1	-1%	45	7	-4%
Cc1cc(C)cc(Oc2coc3cc(OC(=O)c4cccs4)ccc3c2=O)c1	1%	34	5	3%
CS(=O)(=O)N1CCC(c2noc(-c3ccc(C(F)(F)F)cc3)n2)CC1	17%	?	?	4%
O=C(N/N=C/c1cccc(F)c1)c1csc2c1CCCC2	-10%	24	4	3%
COc1ccc(CCNC(=S)Nc2cc(C)cc(C)c2)cc1	?	16	2	?
Cc1cccc(-c2noc(CN(C(=O)CCc3ccccc3)C(C)C)n2)c1	16%	-4	12	-7%
CCCCN(C)C(=O)c1cn(CC)c2nc(C)ccc2c1=O	7%	-11	3	-4%
CC1OC(Nc2cccc3ccccc23)C(O)C(O)C1O (stereo unspecified)	-10%	-12	1	-2%
COc1ccccc1C(=O)NCC(=O)N/N=C/c1cc(Br)ccc1OC(=O)/C=C\c1ccco1	.	19	.	1%
CCOC(=O)C(=O)NC(C)CCc1ccccc1 (stereo unspecified)	.	-15	.	4%
Cc1ccc(-c2nc3sc(C(N)=O)c(N)c3c3c2CCCC3)cc1	.	-27	.	2%
O=C(O)[C@@H]1CCCN1c1ncnc2sc3c(c12)CCC3	-2%	12	-13	0%
COc1ccc(-n2cccc2/C=C/[N+](=O)[O-])cc1	.	38	.	-20%
CCOC(=O)CN1C(=O)C(Sc2n[nH]c(-c3cccc(C)c3)n2)CCc2ccccc21 (stereo unspecified)	-4%	?	-2	-8%
CCCn1c(=O)c(Cc2ccccc2)c(O)c2ccccc21	-5%	-19	?	5%
COc1cccc(Oc2cn[nH]c2-c2ccc(OC)cc2O)c1	-2%	-17	1	?
CCc1ccccc1NCC(=O)Nc1ccccc1C(=O)OC	.	-17	-3	-3%
O=C(O)CSc1nnnn1-c1ccc2c(c1)OCCO2	2%	-27	-1	0%
Cc1cc(C)cc(N(CC(=O)N/N=C/c2ccncc2)S(=O)(=O)c2ccccc2)c1	.	112	.	1%
COc1cc2[nH]c(=O)n(CCC(=O)NC3CCN(Cc4ccccc4)CC3)c(=O)c2cc1OC	11%	?	-5	4%
CCOC(=O)CSc1cc(=O)n(C)c2cc(Cl)ccc12	4%	21	-21	-3%
C=CCNC(=O)c1ccc(N(CC=C)S(C)(=O)=O)cc1	.	-6	18[0.0738 µM]	0%
C=C(C)COc1ccc(-c2nc(N)ncc2Oc2ccccc2OCC)c(O)c1	28%	18	6	-14%
O=C(CCSc1ccc(Cl)cc1)N1CCN(c2ncccn2)CC1	-6%	?	-3	-3%
Cc1ccc(NC(=O)c2ccc(NCCCN3CCOCC3)c([N+](=O)[O-])c2)cc1Cl	.	70	.	-3%
O=S(=O)(c1cc(Cl)ccc1Cl)N1CCN(Cc2ccc3c(c2)OCO3)CC1	21%	?	5	2%
CC1=NN(Cc2ccccc2)C(=O)C1	.	0	.	-3%

Profiles as entered above.
Entry for `CCCc1ncc(C[n+]2ccccc2C)c(N)n1` → 15-hLO-2 inh: 15%; PNC inhibitor: .; IMPase cell inh: 4[20.6 µM]; 12-hLO inh: -4%
Entry for `CCc1c(C)nc(N)n2c(SCC(=O)N3CCN(c4ccccc4F)CC3)nnc12` → 15-hLO-2 inh: -1%; PNC inhibitor: ?; IMPase cell inh: 2; 12-hLO inh: -5%

Next records follow.
SMILES	15-hLO-2 inh	PNC inhibitor	IMPase cell inh	12-hLO inh
CS(=O)(=O)N1CCCC(C(=O)NC2CCCCCCC2)C1 (stereo unspecified)	7%	-17	3	5%
O=C(N1CCN(Cc2ccccc2)CC1)C(Cl)(Cl)Cl	.	?	.	-2%
FC(F)(F)c1ccc(N=Cc2sc(N3CCOCC3)nc2-c2ccccc2)cc1	.	54	-12	2%
Cc1c(/C(O)=C2\C(=O)C(=O)N(CCN(C)C)C2c2cccnc2)cnn1-c1ccccc1 (stereo unspecified)	-1%	8	-3	-4%
CC1CN(C2CCN(S(=O)(=O)c3ccc(F)cc3)CC2)CC(C)O1 (stereo unspecified)	-19%	-30	2	-5%
CCC(C)(C)n1nnnc1C(c1ccccn1)N1CCN(c2cccc(OC)c2)CC1 (stereo unspecified)	.	25	7	-4%
N#CCC(=O)NN=C1CCCCCCCCCCC1	-1%	19	3	0%
O=C(NN=C1c2ccccc2-c2ccccc21)c1ccccc1Br	16%	3	9	3%
Cc1ccc2nc(-c3ccccc3)cc(C(=O)NCCCn3ccnc3)c2c1	48%[activator]	24	2	-9%
CCc1nnc(N/N=C/c2c(Cl)cccc2Cl)n1N	9%	-4	-2	1%
CCCC(=O)C1=C(c2ccccc2)C(C#N)(C#N)C(C#N)=C1N	-29%	1	5	?

From PubChem

The list is partial. The share of hits here may be higher or lower than overall.
